Insulin prom up – insulin promoter activators in MIN6 cells, imaging, high-content screening, mouse beta cells | MIN6 insulin promoter-GFP reporter; hits give high values | z-score at 5 µM | hit rate 0.3% among 190,000;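 active = z-score above 3 at 5 µM with at least 500 cells counted in the well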
Dynein transport – inhibitors of GR-EGFP nuclear translocation, primary screen, dynein cargo transport inhibitor project, imaging, high-content, 3617.4 mouse cells. test concentration mostly 20 µM; stimulated with dexamethasone, 1 µM; hits give low values. z-score, hits read low. hit rate 0.47% among 220,000. AID 1381, 2008;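 active = plate z-score of nuclear minus cytoplasmic receptor signal below a set negative limit, without overly bright fluorescence or cell loss, cut at about -3.5 in these data, passing the limit was not always enough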;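 also: z-score of nuclear minus cytoplasmic ring GR-EGFP intensity difference per well; some compounds called inactive have numbers as strong as hits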
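Buffer or medium: tet-free medium with charcoal-stripped serum / Also added: dexamethasone agonist, 1.0 µM final, for 30 min / Timing: induction 48 h, compound 1 h, agonist 30 min / Measured by: high-content fluorescence imaging after fixation / Read-out: nuclear-to-cytoplasmic GR-EGFP distribution per well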
Lipid droplet – inhibitors of hepatocyte lipid droplet formation, primary screen, imaging, high-throughput imaging, BODIPY stain | hit rate 0.4% among 240,000 | inhibition, % at 6.5 µM | AML12 mouse hepatocytes, oleate lipid droplets;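 active = lipid droplet intensity inhibited by at least 50%, with more than 500 cells counted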
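Material – mouse AML12 hepatocyte cell line, fixed after treatment · Compound dosing – one dose, 6.5 µM compound · Times – compound with oleate, overnight · Measured by – Image-based BODIPY and DAPI two-channel analysis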
Salmonella PhoP GFP – inhibitors of PhoP regulon expression, primary screen, Salmonella Typhimurium, GFP reporter (AID 1863). S. Typhimurium PhoP-regulated promoter GFP reporter, 4 h; higher % means a stronger effect. one-dose inhibition, % at 50 µM; IC50 in µM for titrated hits. hit rate 0.16% among 300,000;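 active = inhibition over 29.93%, a cutoff 3 SD above the screen mean, later confirmed by dose response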;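 also: 0% = low Mg2+ inducing control and 100% = high Mg2+ repressing control; strong numbers were not always called active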
Autophagy HCS – autophagy modulators in MEF cells, primary screen, imaging, high-content, MEF GFP-LC3; MEF GFP-LC3 puncta imaging; test concentration mostly 10 µM; calls only at 10 µM (by protocol); hit rate 0.98% among 190,000; AID 463193, 2010;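 active = percentage of spot-positive cells more than 3 SD above its plate mean, without a fluorescence outlier flag or 80% toxicity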;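 also: spot-positive cell cutoff set from DMSO-treated cells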
b-catenin transl – modulators of beta-catenin nuclear translocation, primary screen, imaging, HeLa cells, immunofluorescence, high-content; nuclear translocation activity, % at 5 µM; hit rate 0.3% among 190,000; AID 1665, 2009;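 active = nuclear translocation activity above 50% at 5 µM, with a well cell count of 50 or more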;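 also: per-cell ratio of nuclear to cytoplasmic median beta-catenin stain intensity; plate controls were DMSO negative control for no effect and GSK-3 inhibitor IX positive control for full effect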
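System: Human HeLa cells, endogenous beta-catenin | Compound dosing: 5 µM primary, 0.02–20 µM confirmation | Timing: 24 h compound exposure at 37°C, 5% CO2 | Measured by: Fluorescence imaging of beta-catenin antibody stain plus DAPI | Read-out basis: % activation of per-cell nuclear versus cytoplasmic median beta-catenin signal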
ER stress rescue – rescue of cells from ER stress-induced death, primary screen, 384-well, CSM14.1, thapsigargin, ATP luminescence (AID 1222); CSM14.1 thapsigargin-induced death rescue, ATP luminescence; higher % means a stronger effect; cellular ATP content (survival), % at 20 µM, or EC50 in µM where a hit was titrated; 190,000 tested, under 10 active;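 active = EC50 below 50 µM in the dose-response confirmation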;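 also: death triggered by thapsigargin at about 15 µM added after 2 h compound pretreatment; cell ATP read after overnight thapsigargin exposure of roughly 18 to 22 hours; normalized against plate controls of thapsigargin alone and 5% DMSO vehicle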
T cell modulator – modulators of CD8 T cell-vesicle binding, primary screen, mouse 2C CD8+ T cells, flow cytometry; 2C CD8+ T cell-vesicle binding; hits give low values; calls only at 7 µM; AID 2052, 2009; hit rate 0.068% among 330,000;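 active = response, share of CD8 T cells binding vesicles, and their 90th percentile fluorescence all below set limits, cut at about 80% in these data, passing the limit was not always enough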
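Also added: QL9-peptide-loaded Drosophila micro-vesicles bearing Ld, ICAM-1 and B7-1; Test system: purified 2C TCR transgenic mouse naive CD8+ T cells; Measured by: cytometric PE anti-B7-1 and Alexa647 anti-CD8 signals after 1% paraformaldehyde fixation; Timing: binding step 1.5 h, 37 °C, antibody labelling 20 min, ice.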
MT stabilizer – microtubule stabilizers in HeLa cells, primary screen, imaging, high-content imaging; AID 2205, 2009; HeLa tubulin immunostaining HCS, 24 h; share of cells brighter than vehicle mean+2SD; hit rate 0.83% among 200,000; % tubulin-high responders, % at 10 µM;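 active = plate Z-score above 3 for both tubulin-high and condensed-nucleus cell shares, with cell loss under 80%, at 10 µM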;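 also: anti alpha tubulin signal scored within the nucleus-defined area of each cell; some results filed as inactive read as strong as hits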
Dynein transport cytoplasmic EGFP – further read-out of Dynein transport, marked with its call; z-score; measured here: cytoplasmic GR-EGFP intensity; hits give high values
Dynein transport nuclear GR-EGFP – also measured in Dynein transport; calls as there; z-score; measured here: nuclear GR-EGFP intensity;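 lower value marks the stronger effect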
Dynein transport cell count – recorded beside Dynein transport, whose call it bears; z-score; measured here: cell count per field
Insulin prom up cell count – second read-out of Insulin prom up, no call of its own (marks repeat the call); cell count; measured here: cytotoxicity, nuclei count;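 total cells summed across four imaged fields per well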
Lipid droplet cells 6.5 µM – second read-out of Lipid droplet, no call of its own (marks repeat the call); cell count; measured here: cell count, cytotoxicity flag;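 cells counted across two imaged fields per well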
b-catenin transl cell count 5 µM – also measured in b-catenin transl; calls as there; cell count; measured here: cell count, cytotoxicity flag
T cell modulator vesicle-bound % – second read-out of T cell modulator, no call of its own (marks repeat the call); double positive events, %; measured here: CD8+ vesicle-bound cell fraction;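 binding gate set so that unloaded-vesicle control wells show 10% double positive cells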
MT stabilizer Hoechst-high % – also measured in MT stabilizer; calls as there; % Hoechst-high responders; measured here: nuclear condensation Hoechst responders;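 share of cells brighter than vehicle mean plus two SD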
MT stabilizer cytotoxicity % – also measured in MT stabilizer; calls as there; toxicity, %; measured here: cytotoxicity by cell density;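 0% = mean cell density of plate MIN control wells and 100% = no cells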
Autophagy HCS cell loss 18 h – also measured in Autophagy HCS; calls as there; toxicity, %; measured here: cell loss, nuclei count;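 cell loss after 18 h compound exposure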
An asterisk follows results filed as active; i = inactive; · = no result given. This is a random part of the collection; overall some 3% were active at least once.

entry	SMILES	Insulin prom up	Insulin prom up cell count	Dynein transport	Dynein transport cytoplasmic EGFP	Dynein transport nuclear GR-EGFP	Dynein transport cell count	Lipid droplet	Lipid droplet cells 6.5 µM	Salmonella PhoP GFP	Autophagy HCS
1	CCCCn1nnc(N(C(=O)c2cccs2)C(=O)c2cccs2)n1	-0.25	1601	-1	-0.15	-0.17	0.19	2	670	-2%	i
2	Clc1ccc(CSc2nnc(-c3ccccn3)n2Cc2ccco2)c(Cl)c1	-0.58	1116	-1.7	0.48	-1.1	0.36	·	·	5%	i
3	COc1ccc(CC(=O)N2CCc3ccccc32)cc1	·	·	-1.8	-0.28	-0.85	0.61	-16	756	4%	i
4	CC(=O)Oc1ccc2c(C)cc(=O)oc2c1C(=O)c1ccccc1	0.35	1191	0.34	-0.13	0.29	0.26	1	623	3%	i
5	O=S(=O)(Nc1cccc2c1CCCC2)c1ccc(Cl)cc1	-0.58	2257	-0.27	-0.3	-0.51	0.51	-44	565	12%	i
6	CC(=O)c1c(C)[nH]c(C(=O)CN2C(=O)NC(CCc3ccccc3)C2=O)c1C (stereo unspecified)	-0.68	1372	-0.48	-0.24	-0.13	0.18	-47	648	-12%	·
7	O=c1cc(CN2CCc3ccccc32)c2ccc(O)cc2o1	0.94	1280	-1.4	-0.28	-0.68	1.2	10	663	-3%	i
8	O=C(N/N=C/c1cc(Br)cs1)c1c[nH]c2ccccc12	-0.2	1422	0.28	-0.19	0.13	-0.83	8	738	11%	·
9	CCCCCCn1c(COc2ccccc2F)nnc1SCC(=O)N1c2ccccc2NC(=O)C1(C)C	-2.5	975	-0.15	-0.27	0.12	0.14	·	·	-3%	i
10	O=C(/C=C/Nc1ccc(Nc2ccccc2)cc1)c1cccs1	-0.39	1323	-0.19	-0.0012	0.21	0.048	17	740	-8%	i
11	Cc1cc(NC(=O)Nc2cc(C)nn2-c2ccccc2)n(-c2ccccc2)n1	-0.76	864	-0.34	-0.23	0.061	0.23	11	743	13%	i
12	O=C(/C=C1\SC(=O)N(CC(=O)Nc2ccc(Cl)cc2)C1=O)Nc1ccc(F)cc1	0.97	1254	0.6	0.97	0.31	-0.48	-43	328	6%	i
13	Cc1ccc(-n2c(C(C)n3nc(C)c([N+](=O)[O-])c3C)n[nH]c2=S)cc1 (stereo unspecified)	·	·	-0.28	-0.18	0.15	-0.94	-12	725	-10%	i
14	Cc1[nH]c2ccccc2c1CN1CCC(CO)(Cc2ccccc2)CC1	·	·	-1.3	-0.13	-0.68	-0.75	2	760	4%	i
15	O=C1c2ccccc2C(=O)N1c1ccc(Br)c2cccnc12	-0.41	1635	-1.3	-0.24	-1.1	2	4	716	-4%	i

entry	Autophagy HCS cell loss 18 h	b-catenin transl	b-catenin transl cell count 5 µM	ER stress rescue	T cell modulator	T cell modulator vesicle-bound %	MT stabilizer	MT stabilizer Hoechst-high %	MT stabilizer cytotoxicity %
1	-1	-1.4	968	0.8%	·	·	1.8	1.6	6.6
2	10	-1.3	778	1.6%	i	49	3.6	2.9	14
3	-3	3.4	405	-1.7%	i	42	2.9	2.5	8.0
4	3	0.7	888	-0.2%	i	29	1.9	2.1	7.2
5	-5	-1.3	914	-4.8%	i	29	4.0	3.5	9.5
6	·	-2.1	1179	·	i	20	·	·	·
7	8	-1.2	1076	-0.5%	i	52	1.8	3.1	0.9
8	·	0.2	1311	·	i	8	·	·	·
9	4	-0.4	1432	-2.1%	i	10	2.7	1.5	1.0
10	16	-0.4	1024	1.0%	·	·	3.3	1.1	4.6
11	3	·	·	-1.0%	i	32	1.5	1.7	11
12	-2	-1.0	874	-1.0%	i	26	2.5	3.4	10
13	-6	-2.0	1221	4.6%	i	26	4.1	2.0	4.1
14	23	1.6	958	-1.8%	i	53	4.2	2.0	6.8
15	9	3.6	930	-0.7%	i	55	1.7	3.2	8.3

3 entries from above, ordered by length of the SMILES, largest number first:
entry	SMILES	Insulin prom up	Insulin prom up cell count	Dynein transport	Dynein transport cytoplasmic EGFP	Dynein transport nuclear GR-EGFP	Dynein transport cell count	Lipid droplet	Lipid droplet cells 6.5 µM	Salmonella PhoP GFP	Autophagy HCS
13	Cc1ccc(-n2c(C(C)n3nc(C)c([N+](=O)[O-])c3C)n[nH]c2=S)cc1 (stereo unspecified)	·	·	-0.28	-0.18	0.15	-0.94	-12	725	-10%	i
8	O=C(N/N=C/c1cc(Br)cs1)c1c[nH]c2ccccc12	-0.2	1422	0.28	-0.19	0.13	-0.83	8	738	11%	·
3	COc1ccc(CC(=O)N2CCc3ccccc32)cc1	·	·	-1.8	-0.28	-0.85	0.61	-16	756	4%	i

entry	Autophagy HCS cell loss 18 h	b-catenin transl	b-catenin transl cell count 5 µM	ER stress rescue	T cell modulator	T cell modulator vesicle-bound %	MT stabilizer	MT stabilizer Hoechst-high %	MT stabilizer cytotoxicity %
13	-6	-2.0	1221	4.6%	i	26	4.1	2.0	4.1
8	·	0.2	1311	·	i	8	·	·	·
3	-3	3.4	405	-1.7%	i	42	2.9	2.5	8.0

Further results:
entry	SMILES	Insulin prom up	Insulin prom up cell count	Dynein transport	Dynein transport cytoplasmic EGFP	Dynein transport nuclear GR-EGFP	Dynein transport cell count	Lipid droplet	Lipid droplet cells 6.5 µM	Salmonella PhoP GFP	Autophagy HCS
16	O=C(Nn1c(=S)[nH]c2ccccc2c1=O)c1ccncc1	0.16	1131	-0.56	-0.25	0.039	-0.013	·	·	-8%	i
17	Cc1nn(CC(=O)NCCCc2ccccc2)c(C)c1[N+](=O)[O-]	-0.71	1226	-0.21	-0.086	0.29	-0.29	3	701	-2%	i
18	CCOC(=O)C1(CCCc2ccccc2)CCN(C2CCN(C(C)=O)CC2)CC1	0.17	1374	-0.23	0.13	0.2	-0.22	-24	693	-10%	i
19	Cc1cc(C)cc(OCC(=O)OCC(=O)c2c(N)n(C)c(=O)n(C)c2=O)c1	-0.91	1039	-0.2	-0.37	-0.13	0.1	7	803	7%	·
20	CCOc1cc(/C=N/OC(C)=O)ccc1OCc1ccccc1	·	·	-0.51	-0.29	-0.063	0.39	21	749	-11%	i
21	CN=c1scc(C)n1/N=C/c1ccc(O)cc1O	-0.17	1564	-0.64	-0.21	-0.26	0.66	·	·	5%	i
22	CC(NC(=S)Nc1ccc(OC(F)F)c(Cl)c1)C(C)(C)C (stereo unspecified)	0.37	1278	-1.5	-0.36	-0.32	0.1	-23	664	-2%	i
23	COc1ccc(CNC(=O)c2c(O)c3cccc4c3n(c2=O)CCC4)cc1	-0.74	1142	-0.059	-0.092	-0.029	0.81	·	·	11%	i
24	O=P(C1=C(N2CCOCC2)/C(=C\c2ccccc2)CC1)(N1CCOCC1)N1CCOCC1	-0.8	1172	-0.8	-0.15	-0.11	0.32	·	·	16%	i

entry	Autophagy HCS cell loss 18 h	b-catenin transl	b-catenin transl cell count 5 µM	ER stress rescue	T cell modulator	T cell modulator vesicle-bound %	MT stabilizer	MT stabilizer Hoechst-high %	MT stabilizer cytotoxicity %
16	30	-5.2	1025	1.1%	i	29	5.1	2.6	3.7
17	10	2.5	1026	0.0%	i	24	3.8	4.2	4.0
18	-20	0.6	915	0.6%	i	25	3.4	1.6	4.6
19	·	-3.2	1227	-2.5%	i	53	1.2	1.6	5.1
20	-8	-0.6	973	0.8%	i	17	5.0	1.9	1.2
21	8	-0.4	1342	-2.1%	i	48	6.1	1.9	2.5
22	13	0.2	1011	-1.6%	i	23	7.0	2.4	7.1
23	10	-4.5	960	2.8%	·	·	1.9	3.8	1.2
24	-7	-5.2	988	0.5%	i	12	3.3	1.7	8.9

Filtered by structure, the entries above with bromine
entry	SMILES	Insulin prom up	Insulin prom up cell count	Dynein transport	Dynein transport cytoplasmic EGFP	Dynein transport nuclear GR-EGFP	Dynein transport cell count	Lipid droplet	Lipid droplet cells 6.5 µM	Salmonella PhoP GFP	Autophagy HCS
8	O=C(N/N=C/c1cc(Br)cs1)c1c[nH]c2ccccc12	-0.2	1422	0.28	-0.19	0.13	-0.83	8	738	11%	·
15	O=C1c2ccccc2C(=O)N1c1ccc(Br)c2cccnc12	-0.41	1635	-1.3	-0.24	-1.1	2	4	716	-4%	i

entry	Autophagy HCS cell loss 18 h	b-catenin transl	b-catenin transl cell count 5 µM	ER stress rescue	T cell modulator	T cell modulator vesicle-bound %	MT stabilizer	MT stabilizer Hoechst-high %	MT stabilizer cytotoxicity %
8	·	0.2	1311	·	i	8	·	·	·
15	9	3.6	930	-0.7%	i	55	1.7	3.2	8.3

Source: PubChem BioAssay (several laboratories)
